mouse IAP activators – activators of mouse IAP, confirmation, biochemical, luminescence, single concentration (AID 434970). purified mouse IAP, CDP-Star luminescence, 30 min; active compounds read low. activity change, negative = activation, % at 10 µM. 11,000 compounds, 2.9% hits; in the data active = activity change below about -85%;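 also: percent relative to enzyme plus DMSO wells and wells without enzyme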
mouse IAP activators Fold change – further read-out of mouse IAP activators, marked with its call; activation factor; measured here: IAP activation factor; active compounds read high;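 fold luminescence change scaled to plate control wells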
Numbers without * were called inactive.

Structure	mouse IAP activators Fold change	mouse IAP activators
CCC1(CC)NC(=O)N(CC(=O)OCn2nnc3ccccc3c2=O)C1=O	1	-4
O=c1cc(-c2ccc(O)cc2)oc2c(O)c(O)c(O)c(O)c12	0.33	67
Cc1cc(Cn2nc(-c3ccccc3)cc2C(=O)NCc2cccc(C(F)(F)F)c2)on1	2.2*	-125*
CCN(CC)C(=O)COC(=O)c1ccc(O)cc1	1	0
Cc1c(CCOC(=O)C23CC4CC(CC(C)(C4)C2)C3)sc[n+]1Cc1ccccc1	0.75	25
Cc1nc2ccc(NC(=O)C3CCN(S(=O)(=O)c4cccs4)CC3)cc2s1	1.2	-19
CCCCNC(=O)C1CCCN1C(=O)Nc1cccc(OC)c1 (stereo unspecified)	0.95	5
COc1ccc2cc(C[C@@H]3CC[C@@H](CO)O3)ccc2c1	1	-4

Ordered by number of heavy atoms (low to high): 3 of the compounds above.
Structure	mouse IAP activators Fold change	mouse IAP activators
COc1ccc2cc(C[C@@H]3CC[C@@H](CO)O3)ccc2c1	1	-4
O=c1cc(-c2ccc(O)cc2)oc2c(O)c(O)c(O)c(O)c12	0.33	67
CCC1(CC)NC(=O)N(CC(=O)OCn2nnc3ccccc3c2=O)C1=O	1	-4

Further structures.
Structure	mouse IAP activators Fold change	mouse IAP activators
CN(C)c1ccc(C(=O)OCc2ccccc2)cc1	1.1	-5
O=C(C1=COCCO1)N1CCN(S(=O)(=O)c2cccc(Cl)c2Cl)CC1	0.92	8
O=C(COC(=O)c1cncc(Br)c1)NCC1CCCO1 (stereo unspecified)	1	0
COc1ccc(N2CCN(CCNC(=O)c3ccc(NC(=O)C4CCCO4)cc3)CC2)cc1 (stereo unspecified)	0.96	4
CCN1C[C@@H]2[C@@H]3C(=O)N(Cc4ccccc4)C(=O)[C@@H]3[C@](C)(C(=O)OC)N2C1=NC1CCCCC1	1	-4
O=C1[C@H](Oc2ccccc2)[C@@H](c2ccncc2)N1c1ccncc1	1.1	-6
Cc1ccc(S(=O)(=O)Nc2ccnc3ccccc23)cc1	1.1	-12
CC(CC(C)C(=O)N1CCOCCN(C(=O)C(C)CC(C)C(=O)O)CCOCC1)C(=O)O (stereo unspecified)	0.97	3
COc1ccc(CCCC(=O)O)c(C)c1	0.96	4
Cc1ccc(C)c(NC(=S)NCCc2ccc(S(N)(=O)=O)cc2)c1	0.95	5
O=c1[nH]nc(Cc2ccc(-c3cccc(Cl)c3)o2)c2ccccc12	0.93	7
CC1(C)Cc2cccc(OCC(=O)N3CCN(S(=O)(=O)c4ccccc4F)CC3)c2O1	1.1	-7
CCC(OC(=O)c1ccco1)C(=O)NCc1ccco1 (stereo unspecified)	1.1	-10
Clc1ccc(-c2nnc(-c3ccc(Br)cc3)c(N3CCSCC3)n2)cc1	0.88	12
O=C(C1CC1)N1CCc2cc(Br)cc(S(=O)(=O)NC3CCCCC3)c21	0.97	3
Cc1ccc(C)c(N2CCN(C(=O)CCc3nc(-c4cccc(Br)c4)no3)CC2)c1	0.94	6
NCCCCCc1nnc(SCC(=O)c2ccc(Cl)cc2)o1	1.1	-8
COc1ccc(NC(=O)CSc2ccc(C)cc2)cc1	0.95	5
O=C(Cc1ccc(S(=O)(=O)N2CCOCC2)s1)NCCC(c1ccccc1)c1ccccc1	1.2	-23
COc1cccc(-c2cc(C(F)(F)F)nc(N3CCN(c4ccccc4)CC3)n2)c1	0.92	8
COc1ccc(-n2nnnc2SCC(=O)c2ccc(O)c(O)c2)cc1	0.75	25
CC(C)=CCC/C(C)=C/CNC(=O)C[C@H]1C[C@H](C(=O)N2CCCCC2)[C@@]2(CCc3ccccc3)c3[nH]c4cc(-c5ccco5)ccc4c3CCN2C1=O	1.1	-13
CCN(CC)c1ccc(S(=O)(=O)N2CCOCC2)cc1NC(=O)Nc1ccccc1	2.5*	-153*
CCN1/C(=C/C=C/c2oc3ccc4ccccc4c3[n+]2CC)Oc2ccc3ccccc3c21	0.66	34

Laid out differently: 2 of the compounds above
Every second line gives: mouse IAP activators Fold change, mouse IAP activators
CC(C)=CCC/C(C)=C/CNC(=O)C[C@H]1C[C@H](C(=O)N2CCCCC2)[C@@]2(CCc3ccccc3)c3[nH]c4cc(-c5ccco5)ccc4c3CCN2C1=O
 : 1.1, -13
CCN(CC)c1ccc(S(=O)(=O)N2CCOCC2)cc1NC(=O)Nc1ccccc1
 : 2.5*, -153*

Some of the entries above in another layout:
Every second line gives: mouse IAP activators Fold change, mouse IAP activators
COc1cccc(-c2cc(C(F)(F)F)nc(N3CCN(c4ccccc4)CC3)n2)c1
→ 0.92, 8
COc1ccc(-n2nnnc2SCC(=O)c2ccc(O)c(O)c2)cc1
→ 0.75, 25
COc1ccc(NC(=O)CSc2ccc(C)cc2)cc1
→ 0.95, 5

More structures
Structure	mouse IAP activators Fold change	mouse IAP activators
CCn1c(=O)cc(SCC(=O)Nc2cccc(SC)c2)c2ccccc21	0.96	4
Cc1cc(C)n2nc(C(=O)OCCOc3cccc(Br)c3)nc2n1	0.92	8
CN(Cc1ccccc1)C(=O)COC(=O)c1cc(-c2ccc(Cl)s2)nc2ccccc12	0.9	10
Cc1ccc2[nH]c3c(c2c1)CC/C(=C/c1ccccc1)C3=O	0.96	4
CN(C)CCN1C(=O)c2oc3ccc(Cl)cc3c(=O)c2C1c1cccc(Br)c1 (stereo unspecified)	1	-4
N#Cc1nc(-c2ccc(Cl)cc2)oc1NCc1ccco1	0.95	5
CC[C@]12c3[nH]c4ccc(Cl)cc4c3CCN1C(=O)[C@@H](CC(=O)NC/C=C(\C)CCC=C(C)C)C[C@@H]2C(=O)N1CCN(C(=O)c2ccco2)CC1	0.97	3
CCOc1cc(CO)ccc1OCC(=O)N1CCCCC1	0.98	2
Nc1ccc2nc(-c3ccccc3)sc2c1	1.1	-11
COc1ccc2[nH]c3c(c2c1)CCN1C(=O)C(CC(=O)NCCN2CCOCC2)C[C@H](C(=O)N(C(C)C)C(C)C)[C@@]31C (stereo partly specified)	1.1	-8
CCCOc1ccc(NC(=O)C2CC(=O)N(C(C)C)C2)cc1 (stereo unspecified)	0.92	8
OCCCN1c2ccccc2Nc2nnc(-c3ccccc3)cc21	3.1*	-208*
CCn1nc(C(=O)N2CCc3ccccc3C2)c2ccccc2c1=O	0.88	12
O=C(Nc1ccc(Cl)cc1)NC1CCCCC1Cc1ccco1 (stereo unspecified)	2.1*	-111*
CC(/C=C/c1ccccc1)=N\NC(N)=S	0.89	11
Cn1c(Cc2ccccc2)nnc1SCC(=O)N1CCCCC1	0.9	10
O=C(Nc1ccc2nc(-c3cccnc3)[nH]c2c1)c1ccccc1F	1.1	-9
CCOCCCn1c(=N)c(C(N)=S)cc2c(=O)n3cccc(C)c3nc21	0.96	4
CCOc1ccc(NC(=O)c2cc3cc4ccc(OC)cc4nc3o2)cc1	1	-3
CCC(C)C(NC(=O)[C@@H](NC(=O)c1ccccc1F)C(C)C)C(=O)OC (stereo partly specified)	1	-4
CC(C)NC(=O)C(=O)NCCCOC(C)C	1.1	-14
O=C(CCn1c(=O)oc2ccccc21)Nc1nccs1	0.94	6
COc1ccc(-c2ccc(-c3cc(=O)oc4cc(OC)c(OC)c(OC)c34)cc2)cc1F	0.94	6
COc1ccc(N=C2SC(C(N)=O)CC(=O)N2CCc2ccc(OC)c(OC)c2)cc1 (stereo unspecified)	0.5	50
Cc1ccc(C(C)C)c(OCCNC(=S)Nc2cccc3ccccc23)c1	1.2	-16
COC(=O)[C@H](CC(C)C)N1Cc2cc(OC)cc(OC)c2-c2ccccc2S1(=O)=O	0.99	1
[O-][n+]1ccc(C2CC2)cc1	1.1	-5
O=C(Nc1ccc(N2CCN(C(=O)c3ccccc3)CC2)cc1)c1ccc2c(c1)OCO2	1	-4
Cc1nc2sc(C(=O)c3ccccc3)c(N)c2c2c1CCCC2	0.94	6
Cc1cc(C)c(S(=O)(=O)NNC(=O)C2CCN(Cc3ccccc3)CC2)c(C)c1	0.97	3
CCCCNc1nc(CC(C)=O)ns1	1.1	-11
COc1cc(N=c2ssnc2Cl)c(OC)cc1Cl	0.79	21
Cc1cc(NC(=O)c2ccc(C)s2)n(-c2ccccc2)n1	1	-1
CC(=O)NCc1ccc(-c2csc(NC(=O)CCc3nc4ccccc4c(=O)[nH]3)n2)s1	0.55	45
Cc1ccc(C)c(CN2CCC(CNC(=O)Nc3ccc(F)c(Cl)c3)CC2)c1	2*	-98*
CC(=O)c1cccc(NC(=O)CSc2nnc(-c3cccnc3)o2)c1	0.99	1
COc1cccc(C(=O)OCC(=O)Nc2ccccc2N2CCOCC2)c1	0.91	9
Cc1ccc(SCc2nc3ccccc3n2CC(=O)Nc2ccccc2)cc1	1.6	-56
CN1C=CC2=C(C#N)C(N)C(C#N)(C#N)C(c3ccccc3)C2C1 (stereo unspecified)	0.85	15
CC1CCC(=C(C#N)c2nc(-c3cc4ccccc4oc3=O)cs2)CC1 (stereo unspecified)	0.86	14
CC[C@@H]1C(c2cccc(Cl)c2)=NN(c2ccc(Br)cc2)[C@H]1C(=O)N1CCOC1=O	1	0
Oc1ccc(CN2CCN(Cc3ccccc3)CC2)c2cccnc12	1.1	-14
CN=C1N(C)C[C@@H]2[C@@H]3C(=O)N(C)C(=O)[C@@H]3[C@](C)(C(=O)OC)N12	1	-1
CCOC(=O)c1c(C)[nH]c(=S)c(C#N)c1-c1ccc(OC)cc1	0.96	4
CC(O)CCC(=O)NCCNC(=O)CCC(C)O (stereo unspecified)	0.94	6
N#CC1=C(SCC(=O)NCc2ccccc2)NC(=O)CC1c1ccco1 (stereo unspecified)	0.83	16
O=C(N/N=C/c1cn(Cc2cccc(F)c2)c2ccccc12)c1cc(O)cc(O)c1	0.33	67
Cc1cc(C)nc(NC(=O)c2c(-c3ccccc3Cl)noc2C)n1	1	-2
CC(OC(=O)C1CCN(S(=O)(=O)c2ccccc2)CC1)C(=O)Nc1ncc(Cl)cc1Cl (stereo unspecified)	0.91	9
CC(C)(C)c1ccc2oc(=O)cc(-c3cccc(-c4ccc(C(F)(F)F)cc4)c3)c2c1	0.95	5
COCCCNC(=O)CCc1nc(-c2ccccc2)no1	0.91	9
Cc1ccccc1Oc1ccc(-c2nc(N)nc(N)n2)cc1	0.96	4
CCOC(=O)C1C(=O)C=C(c2cccc(NS(C)(=O)=O)c2)CC1c1ccco1 (stereo unspecified)	0.94	6
CN(C(=O)CSc1nc2ccccc2n1CCc1ccccc1)C1CCS(=O)(=O)C1 (stereo unspecified)	1.1	-5
CC1CCCC/C1=N\NS(=O)(=O)c1ccc(Br)cc1 (stereo unspecified)	0.89	11
COc1cc2[nH]c(=O)n(CCCCCC(=O)NCCc3c[nH]c4ccccc34)c(=O)c2cc1OC	1.2	-16

Later entries:
Structure	mouse IAP activators Fold change	mouse IAP activators
Cc1noc(C)c1Cc1ccc(O)cc1	0.96	4
O=S(=O)(c1cc(Cl)cc(Cl)c1)N1CCCC1c1nc2ccccc2s1 (stereo unspecified)	0.95	5
CN(C)C(=O)CCc1ccc2c3c([nH]c2c1)[C@]1(C)[C@@H](C(=O)N2CCOCC2)C[C@H](CC(=O)NCc2ccco2)C(=O)N1CC3	1	-1
COCCC(=O)N(Cc1ccc2c(c1)OCO2)C(C(=O)NC1CCCCC1)c1ccncc1 (stereo unspecified)	0.91	9
COc1cccc(OCCn2c(C)c(/C=N/n3cnnc3)c3ccccc32)c1	0.94	6
COc1nccnc1NS(=O)(=O)c1ccc(NS(=O)(=O)c2ccc(NC(C)=O)cc2)cc1	0.97	3
CC(Oc1ccc(Cl)cc1)c1ccnn1S(=O)(=O)c1ccc(Cl)cc1 (stereo unspecified)	0.97	3
O=C(NC1CCS(=O)(=O)C1)c1cccc(S(=O)(=O)N2CCCCC2)c1 (stereo unspecified)	0.91	9
Cc1ccc(C)c(C(C)NC(=S)NCc2ccc(F)cc2)c1 (stereo unspecified)	1.2	-22
CC1(C)OC(=O)C(=CNC(CCC(N)=O)C(=O)O)C(=O)O1 (stereo unspecified)	0.97	2
C[C@H](NC(=O)OC(C)(C)C)c1nnc(SCC(=O)c2ccc(Cl)cc2)o1	0.9	10
Cc1ccc(S(=O)(=O)C2CCOC2=O)cc1 (stereo unspecified)	0.79	21
CC(C)(C)NC(=O)C(c1ccncc1)N(C(=O)c1csnn1)C1CC1 (stereo unspecified)	0.9	10
c1ccc(C(c2ccccc2)N2CCN(Cc3nnnn3C3CCCCC3)CC2)cc1	1.1	-8
Nc1n[nH]c(-c2ccccc2)n1	1.1	-10
O=C1c2cc(O)c(O)cc2S(=O)(=O)C1c1ccccc1 (stereo unspecified)	0.38	62
C=CCn1c(NC(=O)c2ccccc2Cl)c(C#N)c2nc3ccccc3nc21	0.86	14
CCC1=NN2C(=N)/C(=C\c3ccc(SCc4ccco4)o3)C(=O)N=C2S1	0.28	72
COc1cc(C2N3CC4(C)CN2CC(C)(C3)C4)ccc1O (stereo unspecified)	1.1	-7
O=S1(=O)N=C(c2ccccc2)C=C(c2ccccc2)N1	1	-4
O=C(c1ccc(C(=O)N2CCOCC2)nc1)N1CCOCC1	1.1	-9
Cc1ccc(S(=O)(=O)N2CCCC(C(=O)N3CCCc4ccccc43)C2)cc1 (stereo unspecified)	0.95	5
CC(C)(C)OC(=O)N[C@H]1C=C[C@@H](OC(=O)CC(=O)OCC(F)(F)F)C1	1	-3
N#Cc1ccc(-c2ccco2)nc1SCc1ccccc1	1.1	-5
Cc1nc(NC(=O)c2ccccc2)sc1-c1csc(N)n1	0.81	19
Cc1cc(C)cc(NC(=O)NC2CCCCCCC2)c1	3.4*	-237*
Cc1cc(C)n(C(=O)C23CC4CC(CC(C4)C2)C3)n1	0.94	6
COc1ccc(-c2c(C)nn3c(N4CCC5(CC4)OCCO5)cc(C)nc23)cc1OC	0.88	12
S=C1COC(c2ccccc2)N1c1ccccc1 (stereo unspecified)	0.98	2

This is a subset; the hit share may differ from the screen's.
